MBNL1 CUG block: inhibitors of human MBNL1 binding to CUG repeat RNA. TR-FRET MBNL1-His/biotin-(CUG)12 binding, 665/545 ratio. AID 2675. Potency, µM (titrated, usually from 57.5 µM), without a hit: at the top dose activity change, negative = inhibition, usual class: inhibitors. 280,000 tested, 0.036% active; active means well fitted inhibition curve with a large enough effect in the signal ratio, with a control signal flat, not every such curve was filed as active; inconclusive means small, poorly fitted or top-dose-only effect, or effect the other way, or a change in a side signal; inactive means no such curve, though single readings can be large or run the other way; the % refers to the signal ratio; further: on the % scale 0 is the no-effect control and ±100 the full control effect
Target sequence (Q9NR56 whole entry, looked up): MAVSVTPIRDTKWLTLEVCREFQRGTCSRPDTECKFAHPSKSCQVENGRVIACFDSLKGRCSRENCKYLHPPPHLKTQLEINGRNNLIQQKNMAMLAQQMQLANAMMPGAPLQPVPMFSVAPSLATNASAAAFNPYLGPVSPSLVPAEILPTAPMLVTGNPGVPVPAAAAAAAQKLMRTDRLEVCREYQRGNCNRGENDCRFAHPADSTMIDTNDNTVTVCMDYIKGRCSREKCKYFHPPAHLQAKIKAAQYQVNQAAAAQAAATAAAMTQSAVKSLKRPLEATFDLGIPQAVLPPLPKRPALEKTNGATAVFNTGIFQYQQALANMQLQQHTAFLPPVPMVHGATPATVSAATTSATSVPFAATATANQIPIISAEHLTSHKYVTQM
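Ratiometric TR-FRET (665 over 545 nm, excitation 340 nm) tracks disruption of MBNL1-His/biotin-(CUG)12 complex after 60 min at room temperature, with compounds at 92 nM to 58 uM final.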
Rab9 prom act: Rab9 promoter activation; AID 485297; 320,000 tested, 2.8% active; Potency, µM (titrated, usually from 9.22 µM), for inactives: at the highest dose activation, negative = inhibition, actives largely listed as activators; Huh7 Rab9 promoter-luciferase reporter, luminescence, 24 h; further: % of control where 0% means no effect; nearly all actives have a fitted effect of over 60% in size
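Stable Rab9-luc Huh7, 1500 cells/well, 2 h settle; cmpd in DMSO, 24 h, 37 °C/5% CO2; luciferase reagent 10 min RT; luminescence.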
uPA generation: inhibitors of cell surface uPA generation. cell surface uPA generation assay, qHTS. Potency, µM (titrated, usually from 38.3 µM), inactives show at the highest dose activity change, negative = inhibition, usual class: inhibitors. 330,000 tested, 0.31% active. AID 540303; active means well fitted inhibition curve with a large enough effect; inconclusive means small, poorly fitted or top-dose-only effect; inactive means no such curve, though single readings can be large or run the other way; tested in mouse RAW 264.7 cells; further: on the % scale 0 is the no-effect control and ±100 the full control effect; nearly all actives have a fitted effect of over 55% in size
FLuc counter: firefly luciferase modulation, counter-screen for miR-21 project. AID 588342. purified FLuc, Km substrates, luminescence inhibition. P08659. Potency, µM (series often up to 57.5 µM), without a hit: at the top dose activity change, negative = inhibition, most hits filed as inhibitors. 360,000 tested, 6.9% active;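 further: plate controls were vehicle for no effect and reference inhibitor for full effect; nearly all actives have a fitted effect of over 55% in size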
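Purified P. pyralis luciferase, 10 nM final, with Km-level 10 uM D-luciferin and 10 uM ATP in 50 mM Tris acetate pH 7.5, 10 mM Mg acetate, 0.01% Tween-20, 0.05% BSA; 6-point qHTS titration about 60 µM downward; luminescence read.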
BRCA1 expr act: BRCA1 expression activation | Potency, µM (series often up to 46.1 µM), without a hit: at the top dose activation, usual class: activators | 380,000 tested, 1.1% active | MCF7-BRCA1-FFLuc reporter, luminescence, 48 h; response scale: scaled: vehicle 0%, 10 µM genistein 100%; further: nearly all actives have a fitted effect of over 80% in size; some results filed as inactive show a strong effect at the top dose
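First, MCF7-BRCA1-FFLuc cells (2000/well) attach for 2 h; next, compounds are pin-added and incubated 48 h at 37 °C; finally, luciferase reagent is added and luminescence read after 15 min.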
p53 reactivation: mutant p53 re-activation in reporter cells; Potency, µM (series often up to 92.2 µM), without a hit: at the top dose activity change, positive = activation, hits mostly activators; H1299 p53-A138V BP100-luciferase reporter, luminescence, 24 h; 320,000 tested, 0.063% active; further: % of control where 0% means no effect; nearly all actives have a fitted effect of over 45% in size
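H1299 (p53-null), stable ts p53-A138V + BP100-Luc; 1000 cells/well, Opti-MEM/10% FBS; cpd 4 pt, 1:5; 24 h, 37 deg C, 5% CO2; detection reagent 10 min RT; luminescence.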
NPC1 promoter act: activators of NPC1 promoter; Potency, µM (titrated, usually from 9.22 µM), inactives show at the top dose activation, usual class: activators; Huh7 NPC1 promoter luciferase reporter, 24 h; 320,000 tested, 2.4% active;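 further: % of control where 0% means no effect; nearly all actives have a fitted effect of over 60% in size; reporter is driven by a mutant NPC1 promoter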
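Stable NPC1-promoter luciferase Huh7 line; cpd (DMSO) 24 h, 37 °C, 5% CO2; Amplite luciferase reagent 10 min RT; luminescence readout. qHTS format.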
RORgamma inh: blocks mouse ROR gamma transcriptional activity | Drosophila S2 Gal4-RORgamma UAS-luciferase reporter, 20 h | Potency, µM (highest dose often 53.6 µM), inactives show top-dose activity change, negative = inhibition, usual class: inhibitors | AID 2551 | P51450 | 310,000 tested, 5.4% active; further: on the % scale 0 is the no-effect control and ±100 the full control effect; nearly all actives have a fitted effect of over 60% in size
Target sequence (P51450 whole entry, looked up, the tested form may be a part): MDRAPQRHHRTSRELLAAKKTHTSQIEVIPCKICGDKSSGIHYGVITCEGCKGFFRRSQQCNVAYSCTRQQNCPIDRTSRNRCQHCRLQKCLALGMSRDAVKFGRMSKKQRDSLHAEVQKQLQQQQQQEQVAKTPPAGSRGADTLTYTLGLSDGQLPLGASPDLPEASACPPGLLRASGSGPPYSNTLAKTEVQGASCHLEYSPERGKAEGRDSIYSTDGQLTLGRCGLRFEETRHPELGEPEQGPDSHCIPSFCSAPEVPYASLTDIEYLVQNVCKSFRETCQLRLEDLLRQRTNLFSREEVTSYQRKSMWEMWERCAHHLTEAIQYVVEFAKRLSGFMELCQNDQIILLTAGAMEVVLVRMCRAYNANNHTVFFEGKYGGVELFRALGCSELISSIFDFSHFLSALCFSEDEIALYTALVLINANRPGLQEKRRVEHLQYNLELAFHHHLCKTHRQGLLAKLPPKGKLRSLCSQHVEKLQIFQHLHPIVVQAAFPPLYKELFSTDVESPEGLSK
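Drosophila Schneider cells stably carrying a metallothionein-driven Gal4 DBD–ROR gamma fusion and a UAS-Photinus luciferase reporter were exposed to compound for 1 hr, then induced with copper sulfate (700 uM final) for 20 hr at ambient temperature before luminescence reading.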
ELG1 genotox: genotoxicity induction in ELG1-luciferase HEK293T cells | HEK293T ELG1-luciferase reporter, luminescence, 16 h | Potency, µM (titrated, usually from 46 µM), without a hit: at the top dose activity change, positive = activation, usual class: activators | 330,000 tested, 1.3% active | AID 504466; further: % of control where 0% means no effect; nearly all actives have a fitted effect of over 60% in size
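Genotoxic stress is detected as increased luminescence from luciferase-tagged ELG1 in HEK293T cells, measured with ONE-Glo after a 16 hr treatment at 37 °C.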
MLL CXXC-DNA inh: MLL CXXC-DNA interaction inhibition; Potency, µM (top dose mostly 115 µM), for inactives: at the top dose activity change, negative = inhibition, usual class: inhibitors; AID 2662; MLL-CXXC / FITC-HOXA9 DNA fluorescence polarization; Q03164; 290,000 tested, 0.037% active; active means well fitted inhibition curve with a large enough effect in the polarisation, with a control signal flat, not every such curve was filed as active; inconclusive means small, poorly fitted or top-dose-only effect, or effect the other way, or a change in a side signal; inactive means no such curve, though single readings can be large or run the other way; the % refers to the polarisation
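Fluorescence polarization: 7 uM MLL-CXXC (stock) preincubated 5 min with compounds, then 50 nM fluorescein-HOX-A9 DNA (stock) added; 30 min ambient. Buffer 50 mM Tris-HCl pH 7.5, 50 mM NaCl, 1 mM DTT, 0.05% BSA.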
VP16 counter: inhibits Gal4-VP16 luciferase reporter, ROR gamma counter-screen; AID 2546; Drosophila S2 Gal4-VP16 UAS-luciferase, luminescence, 20 h; Potency, µM (doses to about 53.6 µM), for inactives: at the top dose activity, negative = inhibition, actives largely listed as inhibitors; 310,000 tested, 3.5% active;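 further: Gal4-VP16 expression switched on by copper sulfate through the metallothionein promoter; on the % scale 0 is the no-effect control and ±100 the full control effect; nearly all actives have a fitted effect of over 50% in size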
* marks the source's active call; other numbers are inactive results; ? = inconclusive; · = no result given; & = joins results of further samples; [ ] = another dose, or the depositor's remark. Unless noted, the call rests on the fitted dose curve; in most records, active means well fitted curve in the direction sought with a large enough effect; inconclusive means small, poorly fitted or top-dose-only effect, or another doubt; inactive means no such curve, though single readings can be large; an effect the other way counts as inactive or inconclusive. Potency means the concentration at half of the fitted maximal effect.

molecule | RORgamma inh | MBNL1 CUG block | ELG1 genotox | MLL CXXC-DNA inh | BRCA1 expr act | VP16 counter | Rab9 prom act | uPA generation | NPC1 promoter act | FLuc counter | p53 reactivation
CC(=O)N(CCCN(C)C)CCC(C)CCC=C(C)C (configuration not stated) | -3% | -13% | -1% | 1% | -26% | 8% | 4% | 2% | 1% | -2% | 6%
CCN(CC)C(=O)CSc1nnc(COc2ccccc2)n1CC | -1% | 2% | -2% | 0% | 14% | 4% | -6% | 3% | 2% | 0% | -6%
CN1CCN(S(=O)(=O)c2cc([N+](=O)[O-])ccc2N2CCCCCC2)CC1 | -2% | ? | 3% | 28% | 10% | -3% | -6% | -3% | -1% | -1% | 14%
CCCC(=O)Nc1c2c(nn1-c1cccc(Cl)c1)CS(=O)(=O)C2 | -8% | -2% | 0% | -2% | -19% | -2% | 0% | -8% | -5% | 1% | -2%
COc1ccc(N/C(N)=N/c2nc(CSc3nnc(C)s3)cc(=O)[nH]2)cc1 | 1% | -8% | 11% | -4% | -4% | -1% | -28% | -11% | -26% | 5% | 1%
CCn1c(SCC(=O)Nc2ccc(C(C)=O)cc2)nc2ccccc21 | -6% | 14% | 16µM* | 6% | ? | 3% | ? | 5% | ? | ? | ?
CCN1CCN(C(=O)c2ccc(C)c(S(=O)(=O)Nc3cccc(C)c3)c2)CC1 | -37% | 2% | -8% | 18% | 19% | 3% | -3% | -8% | -2% | 2% | 5%
COc1cc(CNc2ccc3[nH]c(=O)[nH]c3c2)ccc1OCc1ccc(F)cc1Cl | -3% | -6% | 6% | 9% | 39% | -5% | 0% | 3% | -2% | -1%&4% | 0%
CCOC(=O)C1CCCN(Cc2cccc(Cl)c2)C1 (configuration not stated) | 18% | -2% | 13% | -14% | 9% | 2% | -2% | · | 0% | 2% | ?
O=C(CSc1nc2ccccc2s1)N1CCOCC1 | 38% | 7% | ? | -5% | 65% | -2%[0.365 µM] | 4% | · | 10% | ? | ?

Continued, starting with the last two of the part before.
molecule | RORgamma inh | MBNL1 CUG block | ELG1 genotox | MLL CXXC-DNA inh | BRCA1 expr act | VP16 counter | Rab9 prom act | uPA generation | NPC1 promoter act | FLuc counter | p53 reactivation
CCOC(=O)C1CCCN(Cc2cccc(Cl)c2)C1 (configuration not stated) | 18% | -2% | 13% | -14% | 9% | 2% | -2% | · | 0% | 2% | ?
O=C(CSc1nc2ccccc2s1)N1CCOCC1 | 38% | 7% | ? | -5% | 65% | -2%[0.365 µM] | 4% | · | 10% | ? | ?
COc1ccc(-c2nn(-c3ccccc3)cc2/C=C/C(=O)OCC(=O)Nc2ccccc2C#N)cc1 | 19% | -5% | ? | 10% | -7% | 3% | -24% | -6% | -6% | -3% | 1%
Cc1ccc(-c2nc(C#N)c(NCCCn3ccnc3)o2)cc1 | 18% | 4% | ? | -4% | 4.5µM* | -12% | 4µM* | -2% | ? | 21µM* | 1%
CCOc1ccccc1NC(=O)Cn1cnc2c(cnn2-c2ccc(C)c(C)c2)c1=O | -8% | -5% | -4% | 2% | 3% | -4% | 1% | 1% | 1% | 5% | ?
Cc1ccc(S(=O)(=O)NC2c3cccc4cccc(c34)C2Sc2n[nH]c(N)n2)cc1 (configuration not stated) | 35% | 11% | -4% | 8% | -39% | 1% | 0% | 3% | 2% | -2% | -9%
Cc1cc(Br)ccc1NC(=O)CN(C)C(=O)CCSc1ccc(F)cc1 | · | · | -6% | · | -16% | · | 0% | 1% | -2% | 0% | -3%
CCOc1ccccc1NC(=O)CSc1nnc(-c2cnccn2)n1C | -2% | -2% | 0% | -6% | 9%[1.84 µM] | -6% | -1% | 1% | -2% | 3% | 4%
CCOC(=O)COc1ccc(S(=O)(=O)Nc2ccc(C)cc2)cc1 | ? | -17% | 1% | 0% | 1% | ? | -1% | · | 2% | -4% | -14%
CN(C)CC(C)(C)CNC(=S)Nc1cc(S(=O)(=O)N2CCOCC2)ccc1Cl | -10% | -4% | 2% | 1% | -7% | 14% | -2% | -5% | 0% | -1% | 2%
O=C1C2C3C=CC(C3=C3CCCCC3)C2C(=O)N1Cc1ccccc1 (configuration not stated) | ? | 1% | 24% | -7% | 0% | ? | -2% | -6% | 1% | 3% | -10%
CN(C)S(=O)(=O)c1cccc(C(=O)NC2CCCc3ccccc32)c1 (configuration not stated) | ? | -5% | 1% | 3% | 37% | 2% | 4% | 3% | -1% | -4% | -1%
O=c1[nH][nH]c(-c2ccccc2O)c1C(C[N+](=O)[O-])c1cccc(Cl)c1 (configuration not stated) | ? | · | 14% | 6% | -7% | ? | -4% | 2% | 0% | 3% | -27%
Cc1ccc(/C=C/C(=O)O)cc1S(=O)(=O)NCC1CCCO1 (configuration not stated) | 10% | -4% | 2% | 27% | 0% | -13% | -16% | 2% | -8% | -5% | -10%
C/C(CC(=O)N1CCN(C=O)CC1)=N\NC(=O)c1ccc(Br)cc1 | -25% | -2% | 0% | 5% | 0% | -2% | -14% | -3% | -12% | -1% | 1%
Cc1ccc(CNC(=O)C2CCN(S(=O)(=O)N3CCC4(CC3)OCCO4)CC2)cc1 | 26% | 1% | 1% | 10% | -21% | -7% | -4% | -3% | 0% | 1% | 0%
CCOC(=O)c1nnc(-c2ccccc2)nc1NCc1ccccc1 | -2% | 6% | 0% | -1% | -9% | 9% | -1% | 2% | -3% | -2% | -1%
CCc1nnc(NC(=O)CSc2nc(-c3ccccc3)cc(-c3ccc(F)cc3)c2C#N)s1 | ? | -16% | 2% | 21% | -29% | -7% | -2% | · | -7% | 6% | -11%
Cn1c(CCC(N)=O)nnc1SCC(=O)Nc1cc(S(=O)(=O)N2CCCC2)ccc1Cl | · | · | -1% | · | 4% | · | 17% | 15% | 1% | 8% | -5%
Cc1nc(N2CCN(C)CC2)c2c3c(sc2n1)CCCC3 | 1% | -2% | -21% | 7% | -1% | -8% | 2% | 12% | 3% | -3% | ·
Cc1ccc(NC(=O)[C@H](C)NC(=O)C2CCN(C(=O)[C@@H](N)CC(C)C)CC2)cc1 | -13% | -1% | 5% | 15% | 32% | 1% | 4% | -3% | 2% | -8% | 3%
C=CCCCOc1ccc(C(=O)O)cc1 | 6%[0.365 µM] | -5% | 20% | -3% | 9% | · | 1% | 2% | -4% | -2% | 21%
COc1ccc(Nc2nc(NCc3ccco3)nc(N3CCOCC3)n2)cc1 | 15% | 5% | 1% | 1% | -17% | 0% | -5% | 6% | -2% | -1% | -1%
O=c1ccn(Cc2ccccc2)c(=O)n1Cc1ccccc1 | 11% | -3% | -4% | 1% | -13% | -4% | -8% | 1% | -2% | 4% | -8%
O=C(NCc1ccccc1Cl)C1CCCN1S(=O)(=O)c1ccc(F)cc1 (configuration not stated) | -20% | -4% | -5% | -5% | -20% | 1% | -2% | ? | -6% | -1% | -2%
COC(C(=O)N/N=C(\C)c1ccc(C(C)(C)C)cc1)c1ccccc1 (configuration not stated) | ? | 3% | -6% | -7% | -23% | -11% | 1% | -8% | -1% | -3% | 3%
COC(=O)CSc1nnc(-c2cccc(NC(=O)c3ccc(C)cc3)c2)n1C | -15% | -2% | -2% | -13% | -13% | -6% | 0% | 5% | 2% | 24µM* | 3%
Cc1ccc(S(=O)(=O)Nc2nc3ccc(S(=O)(=O)N4CCCC4)cc3s2)cc1 | -16% | -1% | -1% | 2% | 10% | 2% | -3% | · | -2% | 0% | 8%
O=C(CN1C(=O)c2ccccc2S1(=O)=O)c1ccc(F)cc1 | 7.9µM* | 3% | -6% | -2% | -58% | 5µM* | ? | ? | ? | 13µM* | -12%
COc1ccc(CN2CCNC(=O)C2CC(=O)NCCc2c[nH]c3ccccc23)c(OC)c1 (configuration not stated) | 5% | -2% | -1% | 23% | -3% | 8% | -1% | · | -3% | -1% | -6%
COc1ccc(CNC(=O)c2ccc(NC(=O)C3=CSCCO3)cc2)cc1 | 18% | 5% | ? | 8% | 49% | 17% | 17% | -11% | 18% | -2% | 5%
CC(=O)c1cc2c(cc1NC(=O)c1cccc(S(=O)(=O)N3CCN(C)CC3)c1)OCO2 | 4% | 3% | 0% | -14% | 0% | -3% | -1% | 3% | 1% | 4% | 0%
CCCn1nnnc1SCC(=O)NCc1ccccc1 | -12%[10 µM] | 8% | -1% | -3% | -3% | 3% | -7% | 0% | 0% | -1% | 2%

Screening data (PubChem)

These rows are one share of the data, so the mix of outcomes need not match the whole.
